Assay outcomes: PubChem, several laboratories
Rin1-Abl PPI inh – human Rin1-Abl interaction inhibition; P00519+Q13671; TR-FRET Rin1/Abl binding, biochemical; inhibition, % at 7.35 µM; 360,000 compounds, 0.4% hits; in the data active = inhibition above about 5%, passing the limit was not always enough
eLon inh – E. coli protease La inhibition; P0A9M0; 360,000 compounds, 0.42% hits; inhibition, % at 7.94 µM; purified E. coli Lon protease, fluorescence polarization; in the data active = inhibition above about 13%, passing the limit was not always enough;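 note: 0% = enzyme with probe and DMSO and 100% = no enzyme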
Target sequence (P0A9M0 whole entry, looked up): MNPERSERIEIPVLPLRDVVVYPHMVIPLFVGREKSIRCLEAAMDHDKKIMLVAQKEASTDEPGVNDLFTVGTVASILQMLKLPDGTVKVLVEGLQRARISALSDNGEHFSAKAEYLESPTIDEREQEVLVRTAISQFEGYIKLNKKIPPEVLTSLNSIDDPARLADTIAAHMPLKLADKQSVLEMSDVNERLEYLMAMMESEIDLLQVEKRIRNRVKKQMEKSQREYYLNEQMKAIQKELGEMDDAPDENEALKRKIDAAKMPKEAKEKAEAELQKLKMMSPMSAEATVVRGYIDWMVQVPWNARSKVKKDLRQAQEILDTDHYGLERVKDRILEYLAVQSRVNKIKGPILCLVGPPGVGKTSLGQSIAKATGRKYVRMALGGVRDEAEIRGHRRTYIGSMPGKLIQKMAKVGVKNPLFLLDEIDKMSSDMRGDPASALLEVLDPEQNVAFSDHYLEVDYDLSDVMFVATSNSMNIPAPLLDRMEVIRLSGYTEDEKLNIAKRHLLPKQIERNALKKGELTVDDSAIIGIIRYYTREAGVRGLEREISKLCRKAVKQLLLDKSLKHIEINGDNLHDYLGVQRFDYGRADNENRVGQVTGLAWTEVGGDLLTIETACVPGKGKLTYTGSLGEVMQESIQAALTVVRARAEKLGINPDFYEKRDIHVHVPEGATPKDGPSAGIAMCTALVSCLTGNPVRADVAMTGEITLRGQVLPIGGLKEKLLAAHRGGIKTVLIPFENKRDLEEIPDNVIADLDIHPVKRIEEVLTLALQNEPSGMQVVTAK
FAS TE block – inhibitors of human fatty acid synthase thioesterase domain. inhibition, % at 15 µM. recombinant FAS-TE, OMFH fluorogenic substrate, fluorescence endpoint. 360,000 compounds, 0.67% hits. P49327;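 active = compounds whose normalised, plate-corrected inhibition of enzyme fluorescence in the single-dose primary screen is 50% or more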;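 note: 0% = DMSO with enzyme and 100% = substrate without enzyme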
NRP1-CendR mod – modulators of CendR peptide binding to human neuropilin-1 | FAM-RPARPAR peptide binding to NRP-1, fluorescence polarization | 360,000 compounds, 0.85% hits | inhibition, % at 25 µM | O14786 | AID 602438;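 active = inhibition or corrected inhibition above about 18%, plus a signal ratio from 0.5 to 1.5, limit read from the data, passing the limit was not always enough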; note: strong numbers were not always called active
MT1-MMP act inh – inhibitors of human MT1-MMP activation; P50281; HT1080 RFP-PRO-GFP cells, GFP/RFP ratio fluorescence, overnight; percent of plate control window, DMSO zero; GFP/RFP ratio change, % at 20 µM; 360,000 compounds, 0.061% hits; AID 651647;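 active = GFP/RFP ratio change of at least 30% with cell ATP level not reduced by more than half and red fluorescence within 50% of control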; note: strong numbers were not always called active
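Read-out: GFP/RFP fluorescence ratio; Test system: RFP-PRO-GFP reporter HT1080 cells; Compound dosing: single-point 20 µM compound, 1% DMSO; Times: overnight compound exposure at 37 °C.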
bovine MsrA act – activators of bovine methionine sulfoxide reductase A; purified bovine MsrA, absorbance read-out; activation, % at 10.6 µM; 360,000 compounds, 0.3% hits; AID 602163; in the data active = activation above about 7.5%;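 note: 0% = vehicle and 100% = reference activator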
Neddyl block – cullin neddylation inhibition; P61081+Q13564; TR-FRET cullin neddylation, biochemical; calls only at 25 µM; 360,000 compounds, 0.58% hits; AID 651699; in the data active = inhibition above about 36%
SKN-1 block – C. elegans SKN-1 inhibition | C. elegans VP596 Pgst-4::GFP/RFP ratio, acrylamide-induced, 24 h | inhibition, % at 21.8 µM | 360,000 compounds, 0.49% hits | AID 624304;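 active = interference check ratio from 0.5 to 1.5 plus GFP to RFP signal ratio inhibition reaching or exceeding a fixed threshold, cut at about 30% in these data, passing the limit was not always enough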; note: some compounds called inactive have numbers as strong as hits
PABP1 MLLE inh – inhibitors of microRNA-mediated deadenylation, human PABP1 MLLE binding; GST-MLLE / FITC-PAM2 fluorescence polarization; inhibition, % at 20 µM; 360,000 compounds, 0.36% hits; in the data active = inhibition above about 35%, passing the limit was not always enough;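 note: plate controls were DMSO wells with GST-MLLE for no effect and wells lacking GST-MLLE protein for full effect; some results filed as inactive read as strong as hits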
An asterisk follows results filed as active.

Screening CN(C)c1ccc(CN2CCCCC2)cc1 returned Rin1-Abl PPI inh 2, eLon inh -6, FAS TE block -7, NRP1-CendR mod -7, MT1-MMP act inh 3, bovine MsrA act -9, Neddyl block inactive, SKN-1 block -7 and PABP1 MLLE inh 1.
For Cc1ccc(C(=O)C2CC2)c(C)c1 the results were Rin1-Abl PPI inh 0, eLon inh -1, FAS TE block 0, NRP1-CendR mod 1, MT1-MMP act inh 1, bovine MsrA act 1, Neddyl block inactive, SKN-1 block 4 and PABP1 MLLE inh 11.
Screening CC(=O)Nc1cccc(NC(=O)C2CCCN2C(=O)Nc2ccc(Cl)cc2)c1 (configuration not stated) returned Rin1-Abl PPI inh 3, eLon inh -6, FAS TE block -6, NRP1-CendR mod 5, MT1-MMP act inh 4, bovine MsrA act -2, Neddyl block inactive, SKN-1 block -9 and PABP1 MLLE inh -1.
`CCOC(=O)N1CCC(N2Cc3cccc(C(=O)NCc4ccccc4OC)c3C2=O)CC1` gave Rin1-Abl PPI inh -1, eLon inh -7, FAS TE block -1, NRP1-CendR mod 14, MT1-MMP act inh -2, bovine MsrA act -3, Neddyl block inactive, SKN-1 block -5 and PABP1 MLLE inh 6.
O=C(Nc1ccc(S(=O)(=O)Nc2nccs2)cc1)c1nn(-c2ccc(F)cc2)ccc1=O was read as Rin1-Abl PPI inh 4, eLon inh 4, FAS TE block -2, NRP1-CendR mod 4, MT1-MMP act inh -2, bovine MsrA act -9, Neddyl block inactive, SKN-1 block -1 and PABP1 MLLE inh 6.
Screening O=C(C1=C[C@@H](c2ccccc2)C[C@@H](OCCCCO)O1)N1CCOCC1 returned Rin1-Abl PPI inh 0, eLon inh 1, FAS TE block -10, NRP1-CendR mod 4, MT1-MMP act inh 0, bovine MsrA act -7, Neddyl block inactive, SKN-1 block -5 and PABP1 MLLE inh -5.
`CCOC(=O)c1[nH]c2ccccc2c1NC(=O)CCN1CC(C)OC(C)C1` (configuration not stated) gave Rin1-Abl PPI inh -5, eLon inh -6, FAS TE block -4, NRP1-CendR mod 10, MT1-MMP act inh -2, bovine MsrA act -3, Neddyl block inactive, SKN-1 block -30 and PABP1 MLLE inh -4.
COCc1[nH][nH]c(=O)c1/C=N/N1CCOCC1 was read as Rin1-Abl PPI inh 3, eLon inh -3, FAS TE block 0, NRP1-CendR mod 4, MT1-MMP act inh -2, bovine MsrA act -4, Neddyl block inactive, SKN-1 block 6 and PABP1 MLLE inh 10.
`O=C(COc1ccccc1)Nc1nc(-c2ccncc2)cs1` gave Rin1-Abl PPI inh -2, eLon inh -2, FAS TE block 5, NRP1-CendR mod -5, MT1-MMP act inh 3, bovine MsrA act -11, Neddyl block inactive, SKN-1 block -38 and PABP1 MLLE inh 35*.
For CCC(C)[C@H](NC(=O)N1CC(=O)Nc2ccccc21)C(=O)N[C@H](Cc1ccccc1)C(=O)O (some centres not stated) the results were Rin1-Abl PPI inh -1, eLon inh -2, FAS TE block -5, NRP1-CendR mod 4, MT1-MMP act inh -1, bovine MsrA act -4, Neddyl block inactive, SKN-1 block 5 and PABP1 MLLE inh 4.
For O=C(Nc1cccc(Cl)c1)c1ccc2c(=O)n3c(nc2c1)CCCCC3 the results were Rin1-Abl PPI inh 1, eLon inh -7, FAS TE block 12, NRP1-CendR mod 11, MT1-MMP act inh 1, bovine MsrA act -5, Neddyl block inactive, SKN-1 block -2 and PABP1 MLLE inh -7.
`COc1ccc(C(=O)Nc2cc3c(cc2OC)CCCC3)cc1Br` gave Rin1-Abl PPI inh -4, eLon inh -1, FAS TE block 34, NRP1-CendR mod 9, MT1-MMP act inh 0, bovine MsrA act -1, Neddyl block inactive, SKN-1 block -16 and PABP1 MLLE inh 5.
For Cc1ccc(S(=O)(=O)NN2C(=O)/C(=C/c3cccs3)SC2=S)cc1 the results were Rin1-Abl PPI inh -3, eLon inh -3, FAS TE block 1, NRP1-CendR mod -24, MT1-MMP act inh 8, bovine MsrA act -12, Neddyl block inactive, SKN-1 block 14 and PABP1 MLLE inh -6.
`CC(C(=O)Nc1ccc(OCc2ccccc2)cc1)N1CCCC1` (configuration not stated) gave Rin1-Abl PPI inh 1, eLon inh 0, FAS TE block -1, NRP1-CendR mod 4, MT1-MMP act inh 5, bovine MsrA act -1, Neddyl block inactive, SKN-1 block 3 and PABP1 MLLE inh 0.
For CCOC(=O)c1cc2c(=O)n3ccccc3nc2n(C(C)C)c1=NC(=O)c1ccncc1 the results were Rin1-Abl PPI inh 0, eLon inh -6, FAS TE block 2, NRP1-CendR mod -9, MT1-MMP act inh -2, bovine MsrA act -2, Neddyl block active, SKN-1 block 2 and PABP1 MLLE inh 17.
`Cc1cccc(NC2=NC3(CCCCC3)N=C(N)N2)c1` gave Rin1-Abl PPI inh -2, eLon inh -4, FAS TE block -9, NRP1-CendR mod 3, MT1-MMP act inh 0, bovine MsrA act -4, Neddyl block inactive, SKN-1 block -12 and PABP1 MLLE inh 7.
For O=S1(=O)CCOC[C@H](c2ccccc2)N1Cc1cccc(F)c1 the results were Rin1-Abl PPI inh 0, eLon inh -12, FAS TE block -8, NRP1-CendR mod 2, MT1-MMP act inh 1, bovine MsrA act 11*, Neddyl block inactive, SKN-1 block 29 and PABP1 MLLE inh -10.
Screening Cc1ccc(SCCC(=O)N2CCCC2)cc1 returned Rin1-Abl PPI inh -1, eLon inh -10, FAS TE block -9, NRP1-CendR mod -1, MT1-MMP act inh 8, bovine MsrA act 0, Neddyl block inactive, SKN-1 block -4 and PABP1 MLLE inh 0.
For C#CCNC(=O)C1=C[C@@H](c2ccc(C#C)cc2)C[C@@H](OCCCCO)O1 the results were Rin1-Abl PPI inh 2, eLon inh -14, FAS TE block -6, NRP1-CendR mod -17, MT1-MMP act inh -4, bovine MsrA act -4, Neddyl block inactive, SKN-1 block 2 and PABP1 MLLE inh -5.
`COc1ccc(OC)c(-c2nnc(SCC(=O)N3CCOCC3)o2)c1` gave Rin1-Abl PPI inh -1, eLon inh 0, FAS TE block -8, NRP1-CendR mod -3, MT1-MMP act inh 0, bovine MsrA act -3, Neddyl block inactive, SKN-1 block 24 and PABP1 MLLE inh -11.
For Cc1ccc(NCc2nnc(SCC(=O)Nc3cccc(O)c3)n2CC2CCCO2)c(C)c1 (configuration not stated) the results were Rin1-Abl PPI inh 0, eLon inh -2, FAS TE block -3, NRP1-CendR mod 12, MT1-MMP act inh -2, bovine MsrA act -4, Neddyl block inactive, SKN-1 block -11 and PABP1 MLLE inh -43.
`COC1=CC(=O)OC(c2ccco2)C1` (configuration not stated) gave Rin1-Abl PPI inh 2, eLon inh -12, FAS TE block -3, NRP1-CendR mod -6, MT1-MMP act inh 0, bovine MsrA act -1, Neddyl block inactive, SKN-1 block 10 and PABP1 MLLE inh 3.
For COC(=O)c1[nH]c2ccccc2c1NC(=O)C(C)N1CCOCC1 (configuration not stated) the results were Rin1-Abl PPI inh 1, eLon inh 6, FAS TE block -10, NRP1-CendR mod -21, MT1-MMP act inh -4, bovine MsrA act -12, Neddyl block inactive, SKN-1 block 38* and PABP1 MLLE inh -15.
`CCCn1c(SCC(=O)NC2CCCCC2)nnc1-c1ccncc1` gave Rin1-Abl PPI inh 3, eLon inh 0, FAS TE block -9, NRP1-CendR mod -10, MT1-MMP act inh 5, bovine MsrA act -12, Neddyl block inactive, SKN-1 block 3 and PABP1 MLLE inh -10.
CN(C)c1ccc(/C=N/NC(N)=S)cc1[N+](=O)[O-] was read as Rin1-Abl PPI inh -14, eLon inh -5, FAS TE block 3, NRP1-CendR mod -4, MT1-MMP act inh 13, bovine MsrA act -5, Neddyl block inactive, SKN-1 block 3 and PABP1 MLLE inh -12.
For COc1ccc(N2CCN(c3cc(=O)n(Cc4ccc(F)cc4)c(=O)[nH]3)CC2)cc1 the results were Rin1-Abl PPI inh 3, eLon inh -7, FAS TE block -5, NRP1-CendR mod -2, MT1-MMP act inh -2, bovine MsrA act -2, Neddyl block inactive, SKN-1 block -1 and PABP1 MLLE inh 4.
For CCN(CC)CCn1c(NC(=O)c2ccc(C)cc2)nc2ccccc21 the results were Rin1-Abl PPI inh -3, eLon inh -1, FAS TE block -6, NRP1-CendR mod -12, MT1-MMP act inh 7, bovine MsrA act -4, Neddyl block inactive, SKN-1 block 5 and PABP1 MLLE inh 9.
COc1ccc(S(=O)(=O)N2CCC(C(=O)N3CCc4ccccc4C3)CC2)cc1 was read as Rin1-Abl PPI inh 1, eLon inh -3, FAS TE block 12, NRP1-CendR mod 19, MT1-MMP act inh 3, bovine MsrA act 2, Neddyl block inactive, SKN-1 block -2 and PABP1 MLLE inh -11.
`COC(=O)c1ccn(C(=O)c2ccc(Cl)cc2)n1` gave Rin1-Abl PPI inh 0, eLon inh -11, FAS TE block -5, NRP1-CendR mod 28*, MT1-MMP act inh 5, bovine MsrA act -2, SKN-1 block -1 and PABP1 MLLE inh -5.
For COc1cc(OC)c(NC(=O)C2CCCN2C(=O)OCc2ccccc2)cc1Cl (configuration not stated) the results were Rin1-Abl PPI inh 5, eLon inh 4, FAS TE block 7, NRP1-CendR mod -6, MT1-MMP act inh 4, bovine MsrA act -3, Neddyl block inactive, SKN-1 block 17 and PABP1 MLLE inh 6.
For COc1cccc(NC(=O)c2cc(CN3C(=O)c4ccccc4C3=O)ccc2OC)c1 the results were Rin1-Abl PPI inh -2, eLon inh -10, FAS TE block 16, NRP1-CendR mod -15, MT1-MMP act inh 0, bovine MsrA act -2, Neddyl block inactive, SKN-1 block 11 and PABP1 MLLE inh -16.
For CCOc1ccc(NC(=O)NCc2ccc3c(c2)OCO3)cc1 the results were Rin1-Abl PPI inh -1, eLon inh -6, FAS TE block -5, NRP1-CendR mod 6, MT1-MMP act inh 1, bovine MsrA act -4, Neddyl block inactive, SKN-1 block 6 and PABP1 MLLE inh -15.
CC(C)N(Cc1cn(C)nc1-c1cccc(Cl)c1)Cc1nccn1C was read as Rin1-Abl PPI inh 1, eLon inh -4, FAS TE block -7, NRP1-CendR mod 8, MT1-MMP act inh -4, bovine MsrA act 4, Neddyl block inactive, SKN-1 block 5 and PABP1 MLLE inh 10.
`Cc1cc(C(=O)O)ccc1N=Cc1c(O)ccc2ccccc12` gave Rin1-Abl PPI inh 0, eLon inh 0, FAS TE block -4, NRP1-CendR mod -200, MT1-MMP act inh -2, bovine MsrA act -2, Neddyl block inactive, SKN-1 block 1 and PABP1 MLLE inh -145.
For CCOC(=O)c1ccc(NC(=O)C(CC)(CC)C(=O)OCC)cc1 the results were Rin1-Abl PPI inh 5, eLon inh -4, FAS TE block 6, NRP1-CendR mod 18, MT1-MMP act inh 11, bovine MsrA act -13, Neddyl block inactive, SKN-1 block -14 and PABP1 MLLE inh 2.
For O=C(Oc1ccc(/C=N/NC(=O)c2ccccn2)cc1)c1ccc(Br)cc1 the results were Rin1-Abl PPI inh -1, eLon inh 1, FAS TE block -3, NRP1-CendR mod 3, MT1-MMP act inh -2, bovine MsrA act -8, Neddyl block inactive, SKN-1 block -6 and PABP1 MLLE inh 16.

Compounds shown so far that have bromine:
`COc1ccc(C(=O)Nc2cc3c(cc2OC)CCCC3)cc1Br` gave Rin1-Abl PPI inh -4, eLon inh -1, FAS TE block 34, NRP1-CendR mod 9, MT1-MMP act inh 0, bovine MsrA act -1, Neddyl block inactive, SKN-1 block -16 and PABP1 MLLE inh 5.
For O=C(Oc1ccc(/C=N/NC(=O)c2ccccn2)cc1)c1ccc(Br)cc1 the results were Rin1-Abl PPI inh -1, eLon inh 1, FAS TE block -3, NRP1-CendR mod 3, MT1-MMP act inh -2, bovine MsrA act -8, Neddyl block inactive, SKN-1 block -6 and PABP1 MLLE inh 16.
